Screens (PubChem BioAssay)
FadD28 FP inh – inhibitors of Mycobacterium tuberculosis FadD28 bisubstrate binding; AID 588549; 360,000 tested, 0.22% active; FadD28 bisubstrate probe binding, fluorescence polarization; inhibition, % at 12.5 µM; in the data active = inhibition above about 8.5%, passing the limit was not always enough; inconclusive = no clear call, values can overlap the other calls
Rv3671c inh – inhibits the M. tuberculosis serine protease Rv3671c. P9WHR9. inhibition, % at 5.96 µM. 320,000 tested, 0.048% active; in the data active = inhibition above about 38%;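 also: extracellular domain of Rv3671c used as enzyme; 0% = enzyme with DMSO and 100% = no enzyme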
Target sequence (P9WHR9 whole entry, looked up, the tested form may be a part): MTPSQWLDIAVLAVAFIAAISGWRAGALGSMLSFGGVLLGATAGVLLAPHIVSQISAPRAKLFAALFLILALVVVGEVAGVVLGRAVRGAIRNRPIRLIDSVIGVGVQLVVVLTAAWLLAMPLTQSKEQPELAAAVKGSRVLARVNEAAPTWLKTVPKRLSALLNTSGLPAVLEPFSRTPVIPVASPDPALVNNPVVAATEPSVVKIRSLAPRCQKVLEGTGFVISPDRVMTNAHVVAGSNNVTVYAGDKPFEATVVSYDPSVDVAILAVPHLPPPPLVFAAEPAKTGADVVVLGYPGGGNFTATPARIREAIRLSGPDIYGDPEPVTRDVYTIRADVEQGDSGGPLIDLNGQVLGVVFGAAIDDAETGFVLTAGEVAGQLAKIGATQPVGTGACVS
MazF activator – MazEF (E. coli) toxin RNase activation | activation, % at 20 µM | FAM/BHQ RNA-DNA oligo cleavage fluorescence, 5 h | 350,000 tested, 0.32% active | AID 504720; in the data active = activation above about 50%
Target sequence (P0AE70 whole entry, looked up): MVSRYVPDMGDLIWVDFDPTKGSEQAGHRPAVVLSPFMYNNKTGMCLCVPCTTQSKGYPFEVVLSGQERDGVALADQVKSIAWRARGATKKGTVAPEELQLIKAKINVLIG
PrPC surface inh – reduces human prion protein on the cell surface | AID 720596 | cell surface PrPC, TR-FRET read-out | inhibition, % at 13.8 µM | 370,000 tested, 0.43% active; in the data active = inhibition above about 24%; also: 0% = median of the test wells and 100% = reference compound wells
BoNT-F LC inh – inhibitors of Botulinum neurotoxin F light chain protease; AID 588497; Multiplex microsphere protease cleavage assay, flow cytometry; 360,000 tested, 0.22% active; inhibition, % at 10 µM; in the data active = inhibition above about 35%, passing the limit was not always enough; inconclusive = no clear call, values can overlap the other calls; also: plate controls were buffer without enzyme for full effect and enzyme alone for no effect
UGM FP inh – blocks M. tuberculosis UGM enzyme; P9WIQ1; purified UGM, fluorescence polarization probe displacement; inhibition, % at 10 µM; 320,000 tested, 0.06% active; in the data active = inhibition above about 10%, passing the limit was not always enough; inconclusive = no clear call, values can overlap the other calls
GDH-TPI inh – inhibits GDH-TPI coupling enzymes, artifact for Mtb FBA screen | GDH-TPI coupled enzyme counterscreen, NADH absorbance | inhibition, % at 4.8 µM | 360,000 tested, 1.2% active | AID 588335; in the data active = inhibition above about 30%;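 also: 0% = DMSO wells and 100% = wells lacking the enzyme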
FBA Mtb inh – Mtb fructose-bisphosphate aldolase inhibition. purified M. tuberculosis FBA, fluorescence read-out. inhibition, % at 1 µM. 360,000 tested, 2.3% active. AID 588726; in the data active = inhibition above about 27%;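 also: 0% = vehicle and 100% = reference inhibitor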
Target sequence (P9WQA3 whole entry, looked up): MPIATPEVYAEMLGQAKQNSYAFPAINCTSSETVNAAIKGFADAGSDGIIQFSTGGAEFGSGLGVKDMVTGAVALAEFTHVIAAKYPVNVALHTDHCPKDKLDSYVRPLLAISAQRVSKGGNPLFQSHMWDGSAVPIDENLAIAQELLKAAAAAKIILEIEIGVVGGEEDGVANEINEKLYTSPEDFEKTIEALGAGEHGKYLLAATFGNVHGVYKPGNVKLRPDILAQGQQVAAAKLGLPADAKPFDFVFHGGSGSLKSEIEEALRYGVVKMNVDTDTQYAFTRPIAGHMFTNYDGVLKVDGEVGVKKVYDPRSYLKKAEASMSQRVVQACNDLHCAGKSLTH
BioA inh – BioA (M. tuberculosis) enzyme inhibition; AID 602481; purified M. tuberculosis BioA enzyme, plate reader; inhibition, % at 9.99 µM; 360,000 tested, 0.096% active; in the data active = inhibition above about 40%; inconclusive = no clear call, values can overlap the other calls
The depositor's hits bear a star; ? = inconclusive; . = no result given.

Codes: A = FadD28 FP inh; B = Rv3671c inh; C = MazF activator; D = PrPC surface inh; E = BoNT-F LC inh; F = UGM FP inh; G = GDH-TPI inh; H = FBA Mtb inh; I = BioA inh
COc1ccc(NC(=O)CCN2C(=O)c3ccc([N+](=O)[O-])cc3C2=O)c(OC)c1
  A: -2.0; B: 3; C: 3; D: -10; E: -2; F: -1.0; G: -11; H: 0; I: -0.1
CCN(Cc1ccccc1)C(=O)C1CCN(Cc2sccc2C)CC1
  A: -0.3; B: -1; C: 6; D: -10; E: 4; F: 3.3; G: 5; H: 2; I: 0.5
COc1ccc(C2CC(c3c(-c4ccccc4)c4cc(Cl)ccc4[nH]c3=O)=NN2S(C)(=O)=O)cc1 (stereo unspecified)
  A: -0.9; B: 4; C: 4; D: -6; E: 2; F: -2.9; G: 5; H: 1; I: -3.7
Cn1c(-c2csc(-c3cccc(C(F)(F)F)c3)n2)n[nH]c1=S
  A: -2.0; B: 4; C: 9; D: -5; E: -4; F: 3.7; G: -1; H: 3; I: .
O=C(c1cc(-c2ccc(Br)cc2)nc2ccccc12)N1CCN(c2ccccc2O)CC1
  A: -0.2; B: -3; C: -2; D: -1; E: ?; F: 1.3; G: -5; H: -1; I: -2.0
O=C(O)c1[nH]c2ccccc2c1-c1ccccc1
  A: 1.9; B: 1; C: 0; D: 3; E: -6; F: 1.0; G: 5; H: 21; I: 0.3
O=C(O)CC(c1ccccc1)N1C(=O)c2ccccc2C1=O (stereo unspecified)
  A: -2.3; B: -1; C: -6; D: -2; E: 1; F: -2.3; G: 1; H: -2; I: .
Cc1cc(C)nc(NS(=O)(=O)c2ccc(NC(=O)CCC(=O)O)cc2)n1
  A: -1.7; B: 0; C: 7; D: 4; E: 17; F: -0.7; G: -5; H: 0; I: -4.0
O=C(Cn1cncn1)NCCC(c1ccccc1)c1ccccc1
  A: -4.2; B: 4; C: 4; D: -1; E: -4; F: -1.0; G: 1; H: 0; I: 0.0
CCOC(=O)c1[nH]c(C)c(C(=O)NCCc2ccc(OC)cc2)c1C
  A: -3.1; B: 0; C: -4; D: 2; E: 2; F: 0.4; G: 3; H: 2; I: -0.8
O=C(Nc1ccc(NC(=S)NC(=O)c2ccco2)cc1)c1ccc(Br)cc1
  A: -4.8; B: .; C: -43; D: -5; E: 0; F: .; G: 11; H: 1; I: -0.7
COc1ccc2c(c1)c(=O)oc1cc(OCC(=O)NC3CCCCC3)ccc12
  A: -0.5; B: -7; C: 6; D: -1; E: 16; F: -0.1; G: 0; H: 9; I: -3.5
CCCNC(=O)COC(=O)CCC(=O)c1ccc(F)cc1
  A: -1.5; B: -2; C: -19; D: 11; E: -8; F: 0.3; G: 14; H: 3; I: -0.4
Cc1cccc(NC(=O)CCCn2cc([N+](=O)[O-])cn2)n1
  A: -4.1; B: 1; C: -2; D: 5; E: 0; F: 0.0; G: -2; H: -1; I: -1.2
OC(c1cccc(Cl)c1)c1ncc(-c2ccc3ccccc3c2)[nH]1 (stereo unspecified)
  A: -4.4; B: .; C: .; D: 9; E: -13; F: .; G: 6; H: 13; I: 0.0
CC1C(=O)N(c2ccc(S(=O)(=O)N(C)C)cc2)C1(/C=C/c1ccccc1)C(=O)NC1CCCC1 (stereo unspecified)
  A: -6.3; B: -1; C: -2; D: 10; E: -4; F: 3.4; G: 0; H: -3; I: -0.5
O=S(=O)(Nc1nc(-c2ccco2)c(-c2ccco2)s1)c1ccc(F)cc1F
  A: 4.1; B: .; C: -6; D: -8; E: 5; F: .; G: -5; H: 1; I: 2.3
COc1ccccc1-c1nc(-c2ccccn2)no1
  A: 0.7; B: 6; C: 7; D: 1; E: 2; F: 0.3; G: 0; H: 4; I: -1.0
CC(=O)c1cc(-c2ccc(F)cc2)n(CC(=O)NCc2cccs2)c1C
  A: 0.8; B: -3; C: 0; D: 11; E: -22; F: -0.3; G: 4; H: 6; I: -1.5
O=C(Nc1nccs1)c1cc(Cl)nc2ccccc12
  A: -2.9; B: -9; C: -23; D: 1; E: ?; F: 4.6; G: 14; H: -1; I: .
CCc1ccc(C(=O)NC(CCSC)C(=O)O)cc1 (stereo unspecified)
  A: -3.7; B: -1; C: 1; D: 8; E: 0; F: -2.0; G: 4; H: -2; I: .
CCCCCn1c(CNC(=O)c2cccs2)nc2ccccc21
  A: -1.2; B: -2; C: -2; D: -3; E: -20; F: -1.2; G: 8; H: 0; I: -0.2
O=C(N/N=C/c1ccc(-c2cccc(C(F)(F)F)c2)o1)c1ccccc1Br
  A: -2.0; B: -22; C: -43; D: 4; E: 0; F: 2.8; G: 54*; H: 2; I: .
Cc1ccc(C(=O)NNC(=O)C2CCN(c3nccc(C)n3)CC2)cc1
  A: -1.6; B: 5; C: -4; D: 3; E: -6; F: -0.7; G: 9; H: 11; I: -3.0
Cc1ccc(/C=C/C(=O)OCc2nc(N)nc(Nc3ccccc3C)n2)o1
  A: -5.0; B: 1; C: -3; D: 0; E: -1; F: 0.1; G: 13; H: -6; I: .

Individual results from above.
Value for `Cc1ccc(/C=C/C(=O)OCc2nc(N)nc(Nc3ccccc3C)n2)o1` in GDH-TPI inh: 13
Value for `COc1ccc(NC(=O)CCN2C(=O)c3ccc([N+](=O)[O-])cc3C2=O)c(OC)c1` in PrPC surface inh: -10

The list continues.
Codes: A = FadD28 FP inh; B = Rv3671c inh; C = MazF activator; D = PrPC surface inh; E = BoNT-F LC inh; F = UGM FP inh; G = GDH-TPI inh; H = FBA Mtb inh; I = BioA inh
CN(CC(=O)NCCCN1CCOCC1)S(=O)(=O)c1ccc(Br)cc1
  A: -1.0; B: -2; C: 4; D: 1; E: 2; F: -0.3; G: -9; H: 2; I: -1.1
COc1ccccc1N1CCN(C2CCCN(C(=O)c3cscn3)C2)CC1 (stereo unspecified)
  A: -2.2; B: 8; C: 8; D: 2; E: -5; F: 0.5; G: -11; H: 3; I: 0.2
C=CCN(C(=O)c1csnn1)C(C(=O)NC1CCCC1)c1c(F)cccc1Cl (stereo unspecified)
  A: -2.0; B: 5; C: -8; D: 0; E: -5; F: -0.1; G: 1; H: 2; I: 0.4
CCOc1ccc(S(=O)(=O)NC2CCCC2)cc1C
  A: -1.3; B: -7; C: -2; D: -2; E: -2; F: 1.9; G: 4; H: 1; I: 10
N#C/C(=C\c1cccnc1)C(=O)Nc1ccc(S(N)(=O)=O)cc1
  A: -0.3; B: .; C: 0; D: -1; E: -4; F: -2.7; G: -8; H: 0; I: 12
CC(=O)n1c2ccccc2c2c1c1ccccc1n2C
  A: 0.6; B: -1; C: 1; D: 2; E: 12; F: -1.6; G: 12; H: 2; I: -2.1
O=C(Cc1cccs1)N/N=C/c1ccc(OCc2ccccc2)cc1
  A: -2.3; B: -7; C: 9; D: 5; E: -1; F: 1.5; G: 4; H: 0; I: .
O=C(/C=C/c1ccc(S(=O)(=O)N2CCOCC2)cc1)NCCCn1ccnc1
  A: -2.3; B: -1; C: -6; D: -6; E: -11; F: -0.1; G: 6; H: 3; I: 0.6
CCOC(=O)C1(Cc2cccc(F)c2)CCN(C(=O)C2CCOCC2)CC1
  A: -3.8; B: -2; C: -1; D: 4; E: 0; F: 2.8; G: 5; H: 0; I: -13
CN(C)C(=O)CCc1ccc2c3c([nH]c2c1)[C@]1(CCc2ccccc2)[C@@H](C(=O)N2CCCCC2)C[C@H](CC(=O)NCc2ccco2)C(=O)N1CC3
  A: -3.8; B: .; C: 3; D: -2; E: 3; F: .; G: -5; H: -5; I: 1.1
CC1=CC(=Cc2sc3ccccc3[n+]2C)C=C(C)O1
  A: 0.8; B: .; C: 6; D: -17; E: -8; F: .; G: -1; H: -29; I: .
Cc1cccc(NC2=C(Cl)C(=O)OC2NC(=O)c2ccccc2)c1 (stereo unspecified)
  A: -2.3; B: -11; C: 3; D: -1; E: 3; F: 1.9; G: -1; H: -1; I: 0.7
CC(=O)C(Cc1ccccc1)NC(=O)COC(=O)c1cccc(C)c1[N+](=O)[O-] (stereo unspecified)
  A: -2.8; B: 9; C: 6; D: -1; E: 3; F: 3.5; G: -4; H: 2; I: 0.4
O=C(Nc1ccc(N2CCOCC2)cc1)c1cccnc1
  A: -0.3; B: 6; C: 1; D: -7; E: -23; F: -0.1; G: -2; H: 0; I: .
CCS(=O)(=O)c1nc(NC(C)=O)n[nH]1
  A: -2.6; B: 2; C: 6; D: -4; E: 14; F: 0.4; G: 12; H: 2; I: -0.3
Cc1noc(C)c1COc1ccccc1C(=O)N1CCN(c2cccc(C(F)(F)F)c2)CC1
  A: -1.1; B: -8; C: 4; D: 16; E: 2; F: 2.9; G: -6; H: -2; I: 1.5
CCCCCCCCCCCn1nnnc1N
  A: -1.3; B: .; C: -5; D: 4; E: 0; F: .; G: -3; H: -2; I: -0.9
COc1ccc(-c2cc(C(=O)NC3CC3)c3ccccc3n2)cc1
  A: -4.6; B: 3; C: -1; D: 8; E: 6; F: -2.5; G: 1; H: 46*; I: -1.8
CC(NS(=O)(=O)c1cc2c3c(c1)CCN3C(=O)CC2)c1ccccc1 (stereo unspecified)
  A: -0.9; B: .; C: 4; D: 6; E: -1; F: .; G: -3; H: 0; I: 0.5
O=C(O)c1cc(Cl)ccc1NC(=O)C1CCCO1 (stereo unspecified)
  A: -0.8; B: 1; C: 6; D: -7; E: -9; F: 5.8; G: -2; H: 5; I: -2.1
Cn1c(=O)cc(OCC(=O)NCc2cccnc2)c2ccccc21
  A: -2.7; B: -6; C: -7; D: 1; E: 0; F: -0.1; G: 1; H: -2; I: -2.4
Cn1c(NCc2cccnc2)nc2cc(-c3cccc(C(F)(F)F)c3)sc2c1=O
  A: -1.5; B: .; C: .; D: -7; E: -2; F: .; G: 11; H: 3; I: -1.9
Cn1cc(C(=O)NC2C3CC4CC(C3)CC2C4)cn1 (stereo unspecified)
  A: -3.3; B: -9; C: -4; D: 6; E: -1; F: 0.6; G: -7; H: -3; I: .
Cc1ccnc(NC(=O)C2CCCN(S(=O)(=O)c3cnc[nH]3)C2)c1 (stereo unspecified)
  A: 0.5; B: -1; C: 12; D: 1; E: -4; F: 1.9; G: -3; H: -1; I: -1.3
CCC1=C(C(=O)OC)C(c2cc(OC)ccc2OC)C(C#N)=C(N)O1 (stereo unspecified)
  A: -2.3; B: -8; C: -11; D: -3; E: 6; F: 0.0; G: 10; H: 2; I: -0.9

Just PrPC surface inh and UGM FP inh, for three of the compounds above:
Compound	PrPC surface inh	UGM FP inh
Cn1c(NCc2cccnc2)nc2cc(-c3cccc(C(F)(F)F)c3)sc2c1=O	-7	.
CCOC(=O)C1(Cc2cccc(F)c2)CCN(C(=O)C2CCOCC2)CC1	4	2.8
O=C(O)c1cc(Cl)ccc1NC(=O)C1CCCO1 (stereo unspecified)	-7	5.8

(next part)
Codes: A = FadD28 FP inh; B = Rv3671c inh; C = MazF activator; D = PrPC surface inh; E = BoNT-F LC inh; F = UGM FP inh; G = GDH-TPI inh; H = FBA Mtb inh; I = BioA inh
CN1CSC(=S)N(C)C1
  A: -2.2; B: 4; C: 4; D: -8; E: -4; F: -2.5; G: -4; H: -2; I: 2.4
CCCC(=O)Nc1ccc(Oc2ccc(NC(=O)CCC)cc2)cc1
  A: -2.2; B: -2; C: -1; D: 3; E: -2; F: 1.4; G: 1; H: -2; I: -0.8
CCCCN1C(=O)CCC(C(=O)O)C1c1ccccc1 (stereo unspecified)
  A: 1.7; B: -8; C: 4; D: 5; E: 6; F: 1.4; G: 2; H: 5; I: -0.5
Cc1ccc2sc(N(CCCN(C)C)C(=O)c3ccc(S(=O)(=O)N(C)Cc4ccccc4)cc3)nc2c1C
  A: -6.3; B: -2; C: 0; D: -18; E: -3; F: -1.6; G: -8; H: 1; I: -1.2
COc1cc(C2C(C(=O)Nc3ccc(F)cc3)=C(C)Nc3nc(CCCO)nn32)cc(OC)c1OC (stereo unspecified)
  A: 1.1; B: 14; C: -9; D: 2; E: -4; F: 0.8; G: -3; H: 2; I: -3.4
COc1ccc(C(=O)Nc2nnc(-c3ccc(F)cc3)s2)c(OC)c1
  A: -1.7; B: .; C: -35; D: 10; E: ?; F: .; G: -11; H: -1; I: -0.5
Nc1ccc2c(c1)Oc1ccccc1C=C2
  A: -1.1; B: 4; C: -11; D: -1; E: -10; F: 0.5; G: 4; H: 9; I: .
C/C=C/c1ccc(OCC(=O)Nc2cc(Cl)ccc2-n2cncn2)c(OC)c1
  A: -0.2; B: -9; C: -3; D: -4; E: 18; F: 1.6; G: 3; H: -1; I: 1.4
Cn1c2ccccc2c2cc(/C=C(\NC(=O)c3ccccc3)C(=O)NCC(=O)O)ccc21
  A: 0.2; B: 3; C: -27; D: -8; E: 3; F: -11; G: 35*; H: 1; I: 0.0

Hits appear at their usual frequency. Share with any hit: about 4.8%.
